TexasRed fluor = Texas Red fluorescence interference in TRb-SRC2 counter-screen | TRb/SRC2 Texas Red total fluorescence interference | Potency, µM (doses to about 106 µM), inactives show at the highest dose fluorescence change, negative = quenching | 280,000 tested, 0.29% active; active means well fitted curve in either direction with a large enough effect; inconclusive means small, poorly fitted or top-dose-only effect
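Human TRb ligand-binding domain at 0.6 uM with 20 nM Texas Red SRC2 peptide in Tris buffer containing 1 uM T3 and 5% DMSO, incubated with compound 5 h at ambient temperature. Total fluorescence (555/632 nm) calculated as parallel + 2 × perpendicular.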
TRb-SRC2 inh = TRbeta-SRC2 interaction inhibition; TRbeta-SRC2 peptide binding, fluorescence polarization; receptor liganded with 1 µM T3; Potency, µM (titrated, usually from 106 µM), for the others: top-dose activity change, negative = inhibition, most hits filed as inhibitors; 280,000 tested, 0.065% active; P10828;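 further: plate controls were bound peptide for no effect and peptide without receptor for full effect; nearly all actives have a fitted effect of over 50% in size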
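A fluorescence polarization screen tested compounds at multiple concentrations against complex formation between 0.6 uM TRb ligand-binding domain and 20 nM Texas Red SRC2 peptide, with 1 uM T3 present; readout after 5 hr.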
KDM4E inh = inhibitors of human JMJD2E histone demethylase | JMJD2E catalytic domain, FDH-coupled NADH fluorescence (FDH is formaldehyde dehydrogenase) | AID 2147 | Potency, µM (doses to about 57.1 µM), inactives show top-dose activity change, negative = inhibition, hits mostly inhibitors | B2RXH2 | 230,000 tested, 1.6% active; active means well fitted inhibition curve with a large enough effect, not every such curve was filed as active; inconclusive means small, poorly fitted or top-dose-only effect, or another doubt; inactive means no such curve, though single readings can be large or run the other way;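 further: 0% = wells with enzyme and -100% = buffer wells without enzyme; nearly all actives have a fitted effect of over 50% in size; many of its hits are not listed in these tables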
RECQ1 inh = inhibitors of human RECQ1 DNA helicase. 240,000 tested, 0.54% active. Potency, µM (doses to about 57.3 µM), without a hit: top-dose activity, negative = inhibition, usual class: inhibitors. RECQ1 DNA unwinding, red fluorescence kinetic read. P46063. AID 2549;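 further: plate controls were vehicle for no effect and no enzyme for full effect; nearly all actives have a fitted effect of over 30% in size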
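50 nM RECQ1T1 preincubated 15 min with compound in Tris pH 8.0 buffer with MgCl2, DTT, Tween-20 and 2.5 ug/ml poly(dI-dC); started with 200 nM TAMRA/BHQ-2 forked duplex and 2 mM ATP. Unwinding read as fluorescence (525/598 nm), two reads 2 h apart.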
Tau FP inhib = blocks human tau fibril formation measured by polarization; P10636; K18 P301L tau heparin fibrillization, Alexa594 FP, 6 h; Potency, µM (series often up to 57.7 µM), for inactives: at the top dose activity, negative = inhibition, usual class: inhibitors; 280,000 tested, 0.39% active; further: nearly all actives have a fitted effect of over 55% in size
Target sequence (P10636 561-689 P618L limits assumed): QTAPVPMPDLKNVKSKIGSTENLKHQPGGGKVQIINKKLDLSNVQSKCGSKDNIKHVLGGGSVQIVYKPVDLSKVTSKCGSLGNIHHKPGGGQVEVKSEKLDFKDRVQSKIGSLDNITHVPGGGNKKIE
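Read-out: fluorescence polarization of Alexa 594-labeled tau (0.24 uM), 555 nm excitation, 632 nm emission. Mixtures held 15 uM unlabeled K18 P301L, compound and 20 uM heparin, pH 7 acetate buffer, incubated 6 hr at 37 C.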
L3MBTL1 inh = L3MBTL1 (human) inhibition. Q9Y468. AlphaScreen L3MBTL1–H3K9me1 peptide binding. Potency, µM (series often up to 57.1 µM), inactives show at the highest dose activity, negative = inhibition, usual class: inhibitors. 230,000 tested, 0.66% active. AID 485360; further: nearly all actives have a fitted effect of over 60% in size
Target sequence (Q9Y468 whole entry, looked up): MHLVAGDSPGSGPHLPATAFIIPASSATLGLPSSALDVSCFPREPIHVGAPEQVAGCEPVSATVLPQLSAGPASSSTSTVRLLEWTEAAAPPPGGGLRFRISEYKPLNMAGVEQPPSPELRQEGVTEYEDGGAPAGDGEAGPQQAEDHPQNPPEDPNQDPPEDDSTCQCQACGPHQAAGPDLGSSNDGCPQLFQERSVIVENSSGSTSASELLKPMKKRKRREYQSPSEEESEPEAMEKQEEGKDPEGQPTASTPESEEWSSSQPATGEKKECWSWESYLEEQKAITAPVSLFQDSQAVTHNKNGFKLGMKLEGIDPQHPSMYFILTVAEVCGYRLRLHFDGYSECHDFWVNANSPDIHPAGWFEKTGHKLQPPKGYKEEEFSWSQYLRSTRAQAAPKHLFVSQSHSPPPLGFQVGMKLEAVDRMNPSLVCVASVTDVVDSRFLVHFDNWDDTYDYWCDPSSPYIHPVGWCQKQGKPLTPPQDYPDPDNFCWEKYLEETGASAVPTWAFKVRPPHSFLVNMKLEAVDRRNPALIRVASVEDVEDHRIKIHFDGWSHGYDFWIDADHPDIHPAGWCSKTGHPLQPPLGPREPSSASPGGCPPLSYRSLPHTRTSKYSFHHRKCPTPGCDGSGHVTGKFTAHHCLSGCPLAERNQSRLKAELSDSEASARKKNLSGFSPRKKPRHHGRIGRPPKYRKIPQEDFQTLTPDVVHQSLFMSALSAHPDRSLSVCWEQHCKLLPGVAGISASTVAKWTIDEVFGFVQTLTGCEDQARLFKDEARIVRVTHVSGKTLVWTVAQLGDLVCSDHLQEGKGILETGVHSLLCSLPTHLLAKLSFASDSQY
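AlphaScreen assay: L3MBTL1 (50 nM final) was preincubated 30 min at room temperature with biotinylated H3(1-15)K9me1 peptide (75 nM final), then 30 min with library compounds; streptavidin donor and nickel chelate acceptor beads (10 ug/mL final) added, 30 min dark.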
Tau fibril ThT = blocks human tau fibril formation measured by thioflavin T | Potency, µM (titrated, usually from 57.4 µM), inactives show at the top dose activity, negative = inhibition, most hits filed as inhibitors | 270,000 tested, 2.1% active | P10636 | recombinant tau K18 P301L, heparin-induced fibrillization, ThT fluorescence; further: nearly all actives have a fitted effect of over 55% in size
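Using a mix of unlabeled (15 uM) and Alexa 594-labeled (0.24 uM) tau K18 P301L, heparin-triggered fibrillization over 6 hr at 37 C was scored by ThT fluorescence.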
GoLoco inh red = inhibitors of human Gai1-RGS12 GoLoco interaction (red fluorophore) | Gai1:RGS12 GoLoco peptide FP, rhodamine, 10 min | Potency, µM (titrated, usually from 61.6 µM), for inactives: at the highest dose activity, negative = inhibition, most hits filed as inhibitors | 230,000 tested, 0.44% active | AID 880; active means well fitted inhibition curve with a large enough effect, not every such curve was filed as active; inactive means no such curve, though single readings can be large or run the other way; further: nearly all actives have a fitted effect of over 30% in size; many of its hits are not listed in these tables
The depositor's hits bear a star; i = inactive; ? = inconclusive; . = no result given; [ ] = remark or other dose. Unless noted, the call rests on the fitted dose curve; in most records, active means well fitted curve in the direction sought with a large enough effect; inconclusive means small, poorly fitted or top-dose-only effect, or another doubt; inactive means no such curve, though single readings can be large; an effect the other way counts as inactive or inconclusive. Unless noted, on the % scale 0 is the no-effect control and ±100 the full control effect; potency means the concentration at half of the fitted maximal effect. The list is partial. The share of hits here may be higher or lower than overall.

Order of results: TexasRed fluor	TRb-SRC2 inh	KDM4E inh	RECQ1 inh	Tau FP inhib	L3MBTL1 inh	Tau fibril ThT	GoLoco inh red
- N=c1n(Cc2ccccc2)c2ccccc2n1CC(O)c1ccccc1 (stereo not given)
    0%	-9%	8%	-2%	-2%	-3%	-7%	4%
- CCOC(=O)/C=C/c1cnn(-c2ccccc2)c1
    4%	4%	-4%	-3%	-4%	15%	9%	-5%
- CCC(C)NC(=O)Cn1c(=O)n(-c2ccc(C)cc2)c(=O)c2ccccc21 (stereo not given)
    -6%	-2%	.	.	-1%	.	-5%	.
- CC(=O)Nc1ccc(/C=C(\C#N)C(N)=O)cc1
    -2%	7%	?	-2%	-3%	.	.	7%
- Cn1c(NC(=O)C2CC2)cc(=O)n(C)c1=O
    -8%	-8%	-3%	-1%	-12%	.	-2%	7%
- Cc1c(Cl)cnc(NC(=O)COC(=O)c2cccc(S(=O)(=O)N3c4ccccc4CC3C)c2)c1Cl (stereo not given)
    -1%	-3%	-7%	2%	-5%	-24%	7%	62%[activator]
- CCCC(=O)N1CCN(c2ccc(NC(=O)c3sc4ccccc4c3Cl)cc2)CC1
    -2%	-1%	14%	-7%	?	-6%	2.2µM*	0%
- O=C(NCCc1ccccc1)c1ncn[nH]1
    0%	-21%	2%	-1%	4%	12%	-2%	1%
- Cc1ccc(C(=O)Nc2ccc3c(c2)CCC3)cc1
    -1%	5%	-1%	18%	1%	22%	?	0%
- O=Nc1c(O)n(Cc2cccc(C(F)(F)F)c2)c2ccccc12
    -1%	-7%	7%	-1%	-13%	-13%	?	-5%
- CCN(CC)c1ccc2cc(C(N)=O)/c(=N\NC(=O)c3ccncc3)oc2c1
    0%	-2%	0%	5%	?	-4%	?	52%[activator]
- CC(=O)N(CN1C(=O)c2ccccc2C1=O)c1ccc2c(c1)oc1ccccc12
    0%	-3%	10%	-13%	3%	2%	-4%	26%
- Cc1ccc(NC(=O)/C(=C/C=C/c2ccccc2)NC(=O)c2ccccc2)cc1
    1%	-4%	0%	-4%	-7%	6%	-7%	8%
- O=C(Nc1ccc2c(c1)CCC2)c1cccc(S(=O)(=O)Nc2ccccc2Cl)c1
    -2%	6%	-3%	-7%	-19%	-13%	3%	11%
- O=C1NC(=O)c2cc(Br)cc3cccc1c23
    4%	-9%	-1%	i	0%	2%	5%	3%
- CC1(C)c2ccccc2N2CC(=O)N(CC(N)=O)C21C (stereo not given)
    50µM*[fluorescent]	?	-4%	32µM*	?	.	?	162%[activator]
- O=C(Cn1ccc2ccccc2c1=O)NCCC(=O)N1CCN(C2CCCCC2)CC1
    -1%	1%	-5%	-6%	2%	2%	-6%	-2%
- Cc1cnc(NC(=O)CSc2nnc(C)n2N)s1
    -6%	2%	-4%	2%	-3%	4%	0%	-4%
- CC(NC(=S)Nc1ccc(S(N)(=O)=O)cc1)c1ccc2c(c1)OCO2 (stereo not given)
    1%	0%	-3%	-3%	-6%	7%	7%	14%
- Cc1cc(C)n(C(=O)c2nn(C)c(C)c2[N+](=O)[O-])n1
    2%	17%	-3%	3%	0%	3%	-10%	-6%
- CCN(c1ccccc1)S(=O)(=O)c1cc(C(=O)Nc2cccc(Cl)c2)ccc1F
    4%	1%	-2%	3%	?	-3%	3%	-7%
- COC(=O)c1nnn(CC(=O)Nc2c(C)cccc2C)c1N
    -1%	-3%	.	.	-3%	.	0%	.
- COC(=O)CCC(=O)OC1(C)C(=O)C=C2C=C(C3CC3)N(Cc3ccco3)C=C2C1=O (stereo not given)
    -4%[11.2 µM]	7%[11.2 µM]	?	-2%[11.5 µM]	3%[11.6 µM]	.	?	-1%[14.2 µM]
- COc1ccc(OCc2nnc(SCC(=O)N(C)Cc3ccccc3)n2N)cc1
    -5%	-3%	-24%	i	-4%	-6%	-11%	-6%
- COc1ccc(C(=O)NCc2nnc(SCC(=O)N3CCCCC3)o2)cc1OC
    3%	9%	2%	-4%	-2%	.	-5%	-6%
- O=[N+]([O-])c1c(NCCCO)cc(SCc2ccco2)c2nonc12
    -5%	-4%	-8%	-5%	?	-3%	7.9µM*	-36%
- COc1ccc(CC(=O)Nc2nc3c(s2)CC(C)CC3)cc1 (stereo not given)
    -1%	1%	.	.	0%	.	-18%	.
- Cc1ccc(N2CC(NC(=O)C3CCCC3)CC2=O)cc1C (stereo not given)
    0%	0%	.	.	-4%	.	0%	.
- CCCNC(=O)Cn1cnc2sc(C(=O)NCCN(CC)CC)c(C)c2c1=O
    3%	1%	9%	0%	-8%	2%	-5%	5%
- CCOC(=O)c1cc(-c2cc3ccccc3o2)nc2c1c(=O)[nH]c(=O)n2CCOC
    1%	6%	?	-2%	3%	3%	-12%	4%

Next section, starting with the last 2 of the part before.
Order of results: TexasRed fluor	TRb-SRC2 inh	KDM4E inh	RECQ1 inh	Tau FP inhib	L3MBTL1 inh	Tau fibril ThT	GoLoco inh red
- CCCNC(=O)Cn1cnc2sc(C(=O)NCCN(CC)CC)c(C)c2c1=O
    3%	1%	9%	0%	-8%	2%	-5%	5%
- CCOC(=O)c1cc(-c2cc3ccccc3o2)nc2c1c(=O)[nH]c(=O)n2CCOC
    1%	6%	?	-2%	3%	3%	-12%	4%
- O=[N+]([O-])c1cc(S(=O)(=O)N2CCCC2)ccc1NCCc1ccccc1
    0%	0%	4%	i	5%	-6%	-10%	-2%
- O=C(O)C1CCCCC1C(=O)Nc1ccc(Cl)cc1Cl (stereo not given)
    2%	-8%	0%	-5%	4%	-8%	-1%	5%
- Nc1c(Cl)cc(Cl)cc1C(=O)OCC(=O)N1CCCC1
    -1%	13%	?	-5%	1%	.	-11%	13%
- O=C(c1ccc2c(c1)N(Cc1cccc(Cl)c1)C(=O)c1ccccc1S2(=O)=O)N1CCCCC1
    1%	3%	.	.	-1%	.	-5%	.
- CCN(CC)C(=O)Cn1c(=O)n(-c2ccc(C)c(C)c2)c(=O)c2c3c(sc21)CCCCC3
    -10%	-2%	.	.	-3%	.	-8%	.
- COC(=O)c1ccc(S(N)(=O)=O)o1
    -7%	-8%	4%	-10%	-5%	-4%	-1%	7%
- CCc1ccc(NC(=O)CCn2c(=O)c3cccn3c3ccccc32)cc1
    -4%	8%	.	.	3%	.	-17%	.
- Cc1ccc(NC(=O)C(=O)NNC(=O)c2ccccc2C)cc1Cl
    0%	-10%	9%	-2%	1%	-3%	?	7%
- CCOc1ccc2oc(C(=O)OC(C(=O)NC(N)=O)C(C)C)c(C)c2c1 (stereo not given)
    0%	-5%	?	-5%	-6%	-15%	-14%	9%
- O=C(CCCOc1ccccc1)NCCc1ccccc1
    0%	1%	5%	-8%	-9%	12%	-13%	-2%
- CCCC(=O)Nc1ccc(NC(=O)c2ccco2)c(OC)c1
    -4%	1%	1%	-5%	-4%	-4%	-18%	0%
- COc1cc(/C=N/NC(=O)c2ccc(Cl)c(S(N)(=O)=O)c2)ccc1OCC(N)=O
    -1%	5%	?	-7%	-4%	0%	?	5%
- CCOc1ccc(NC(=O)N2CCC(c3nc4ccccc4[nH]3)CC2)cc1
    -2%	-5%	-7%	i	-3%	4%	?	5%
- Cc1ccc(S(=O)(=O)N2CCOCC2)cc1C(=O)OCC(=O)NC1CCS(=O)(=O)C1 (stereo not given)
    -1%	2%	10%	-4%	0%	-3%	7%	5%
- N#CC(C(=O)c1ccco1)c1ccccn1 (stereo not given)
    -3%	-7%	0%	-1%	3%	1%	-1%	-8%
- CCCCCCOC(=O)C[N+](C)(C)CCOC1CC2CCC1(C)C2(C)C (stereo not given)
    -7%	-7%	?	-4%	3%	17%	?	-7%
- COC(=O)/C(=C/Nc1ccccc1)[N+](=O)[O-]
    1%	-5%	4%	2%	-3%	.	-13%	-15%
- Cc1ccc2c(c1)c1c3n2CCN(C(=O)c2cccc(C(F)(F)F)c2)C3CCC1 (stereo not given)
    -8%	1%	.	.	2%	.	-9%	.
- Cc1cnccc1CN(C)Cc1cn(C)nc1-c1cccc(Cl)c1
    -2%	1%	-11%	-8%	0%	-1%	-4%	11%
- CC(C)CNC(=O)CCc1c[nH]c2ccccc12
    -4%	-7%	17%	-5%	?	30%	?	.
- O=C(c1ccncc1)N1N=C2CCCCCC2C1(O)C(F)(F)F (stereo not given)
    -4%	3%	-2%	-14%	0%[2.34 µM]	4%	1%	7%
- O=C(Oc1cccc2c(O)cccc12)c1ccccc1
    0%	1%	-6%	-4%	11%	.	?	5%
- COc1ccc(Cl)cc1NC(=O)CN(C)CC(=O)Nc1ccccc1-c1ccccc1
    -5%	1%	?	-19%	7%	-13%	-17%	4%
- CN(C)c1cccc(C(=O)NCc2ccccc2Cl)c1
    -4%	-2%	?	-19%	15%	-21%	-9%	-5%
- CC1CCCCC1NC(=O)C1CCN(S(=O)(=O)c2cccc3nsnc23)CC1 (stereo not given)
    2%	2%	-1%	-2%	1%	.	-8%	4%
- CC(O)C1CCC2C3CC[C@H]4CC(O)CCC4(C)C3CC3(OCCO3)C12C (stereo not given in full)
    1%	4%	12%	-6%	9%	3%	-7%	-2%
- O=C(/C=C/c1ccc(OCCCF)cc1)NCc1ccc(Cl)cc1
    -6%	-9%	-5%	?	-3%	4%	-12%	5%
- O=C(NC(=S)NC1CCCc2ccccc21)c1ccco1 (stereo not given)
    -1%	1%	-15%	?	-7%	-7%	-3%	3%
- Cn1nc(CC(=O)Nc2cccnc2N2CCOCC2)c2ccccc2c1=O
    -1%	-2%	4%	-9%	-2%	2%	-3%	.
- Cc1nc2ccccc2n1C1CCN(C(=O)Nc2ccccc2)CC1
    -3%	-6%	-11%	21%	4%	-4%	1%	2%
- CCOC(=O)CC1COCCN1Cc1cn(C)nc1-c1ccccc1F (stereo not given)
    -3%	-9%	1%	-9%	0%	-1%	-8%	-8%
- NC(=O)C1CCN(c2nnnn2-c2ccccc2)CC1
    0%	-5%	0%	-2%	2%	.	-8%	12%
- O=c1[nH]c2ccccc2[n+]([O-])c1-c1ccccc1
    -5%	4%	?	-4%	2%	12%	-5%	-10%

Source: PubChem (National Center for Advancing Translational Sciences (NCATS))
